FLuc inh counter = inhibits firefly luciferase, flagging false hits in luciferase inhibition screens. actives 1.5% (n = 200,000). ATPLite firefly luciferase biochemical luminescence, 10 min. P08659. inhibition, % at 10 µM. AID 1006;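 active means inhibition above about 50% when tested at 10 µM, limit read from the data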
PMI activator = activators of human phosphomannose isomerase | P34949 | activation factor at 20 µM | actives 0.005% (n = 190,000) | purified human PMI, coupled resazurin fluorescence, 20 min; hits give high values; 1 = vehicle control, 0 substrate-free wells;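 active means activation factor of 2 or more at 20 µM, relative to plate controls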
Target sequence (P34949 whole entry, looked up): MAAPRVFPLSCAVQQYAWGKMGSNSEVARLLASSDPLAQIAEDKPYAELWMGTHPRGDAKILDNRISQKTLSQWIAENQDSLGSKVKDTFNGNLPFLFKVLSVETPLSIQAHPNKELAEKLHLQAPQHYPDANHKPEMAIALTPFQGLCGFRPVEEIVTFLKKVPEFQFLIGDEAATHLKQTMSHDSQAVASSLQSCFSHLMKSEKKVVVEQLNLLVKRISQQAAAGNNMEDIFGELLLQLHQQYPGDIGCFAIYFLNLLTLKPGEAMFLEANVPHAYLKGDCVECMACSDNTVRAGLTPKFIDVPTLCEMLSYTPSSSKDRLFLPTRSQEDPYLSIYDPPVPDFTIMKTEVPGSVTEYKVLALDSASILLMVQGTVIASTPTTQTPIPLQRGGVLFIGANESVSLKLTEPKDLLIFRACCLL
TNAP act hiacc = TNAP (human) activation, high acceptor. P05186. purified TNAP, CDP-star luminescence, 1 M DEA, 30 min; hits give high values; 0 = EDTA background, 1 = DMSO-only activity. activation factor at 20 µM. 200,000 tested, under 10 active. AID 1136;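 active means activation factor at least 2 at 20 µM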
Target sequence (P05186 whole entry, looked up): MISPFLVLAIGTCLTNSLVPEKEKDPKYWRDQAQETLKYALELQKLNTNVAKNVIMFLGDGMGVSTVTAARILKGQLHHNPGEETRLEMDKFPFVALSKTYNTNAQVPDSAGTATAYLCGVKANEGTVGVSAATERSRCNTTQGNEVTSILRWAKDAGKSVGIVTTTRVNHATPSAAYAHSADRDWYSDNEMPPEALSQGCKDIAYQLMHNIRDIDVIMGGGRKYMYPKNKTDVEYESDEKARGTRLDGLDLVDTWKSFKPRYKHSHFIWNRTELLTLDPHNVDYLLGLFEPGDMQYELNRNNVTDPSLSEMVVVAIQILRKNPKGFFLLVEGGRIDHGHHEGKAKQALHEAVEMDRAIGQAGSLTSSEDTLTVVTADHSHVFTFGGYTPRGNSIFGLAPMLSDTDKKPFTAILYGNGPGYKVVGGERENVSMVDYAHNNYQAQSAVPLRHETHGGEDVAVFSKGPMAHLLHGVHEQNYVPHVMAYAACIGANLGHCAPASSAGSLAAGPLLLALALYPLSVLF
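system = human TNAP | amount = enzyme diluted 1/800 final | reagent = 100 µM CDP-star substrate | signal = luminescent substrate turnover signal | dosing = one dose, 20 µM | benchmarks = EDTA negative control, DMSO positive control | measure = activation factor | timing = 30 min reaction, room temperature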
FLuc act counter = affects firefly luciferase, flagging false hits in luciferase stimulation screens; AID 1027; 200,000 tested, under 10 active; ATPlite luciferase biochemical, luminescence, 10 min; 0 = ATP-free wells, 1 = DMSO control; activation factor at 10 µM;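 active means luciferase activation factor, scaled between plate controls, of at least 2 with compound at 10 µM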
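Material: Luciferase/luciferin reagent mix; Doses: test compounds dosed from 2 mM stocks in 100% DMSO; Schedule: 10 min incubation after luciferase reagent addition, room temperature; Measured by: luminescence from luciferase reaction; Read-out: luminescence gain marking luciferase activators.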
TNAP inh noacc = inhibitors of human TNAP without phosphate acceptor | actives 0.26% (n = 200,000) | P05186 | purified TNAP, CDP-star luminescence, 30 min | inhibition, % at 20 µM;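 active means tissue-nonspecific alkaline phosphatase inhibition above about 50% at 20 µM in the single-dose screen, limit read from the data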;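 further: 0% = DMSO negative control and 100% = EDTA positive control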
APP 5'UTR act = APP 5'UTR luciferase reporter activation. actives 1% (n = 190,000). activation, % at 2 µM. SH-SY5Y APP 5'UTR luciferase reporter, luminescence; zero percent = DMSO vehicle wells;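 active means activation above a set limit, based on mean plus 3 SD of controls, cut at about 140% in these data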; further: values of inactives mirror those of a sister screen read the other way
NF-kB neuron act = NF-kB expression increase, human neuronal cells; actives 1.6% (n = 190,000); NF-kB reporter expression; hits give high values; fold change at 12.5 µM; in the data active means fold change above about 3.3
bIAP act = increases bovine intestinal alkaline phosphatase activity | actives 0.17% (n = 200,000) | purified bovine IAP, CDP-star luminescence, 30 min; hits give high values; fold of DMSO-control signal, blank-subtracted | activation factor at 20 µM;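 active means activation factor of 2 or more at 20 µM, a signal rise over negative controls twice the positive control's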
TNAP inh hiacc = inhibitors of human TNAP at high phosphate acceptor concentration; purified TNAP, CDP-star luminescence, 1 M DEA; inhibition, % at 20 µM; actives 0.03% (n = 200,000);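 active means over 50% inhibition of tissue-nonspecific alkaline phosphatase at 20 µM in the single-dose screen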;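 further: plate controls were DMSO wells for no effect and EDTA-quenched wells as full inhibition for full effect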
PMI act satM6P = activators of human phosphomannose isomerase at near-saturating mannose 6-phosphate; coupled PMI enzyme assay, resazurin fluorescence, 20 min; hits give high values; 1 = untreated enzyme, 0 = substrate-free blank; activation factor at 20 µM; actives 0.34% (n = 190,000); AID 1216;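 active means activation factor of 2 or more at 20 µM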
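Material: human phosphomannose isomerase with PGI, G6PDH, diaphorase coupling enzymes; amount: PMI at 15 ng/mL final; also added: Mannose-6-phosphate 1.0 mM (near-saturating) plus 0.22 mM NADP+; incubation: enzyme reaction with compound 20 min at room temperature; signal: resorufin fluorescence (Ex 544/Em 590 nm) from resazurin via diaphorase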
Starred values were filed as active, the others as inactive; nt = not tested or not shown.

SMILES	FLuc inh counter	PMI activator	TNAP act hiacc	FLuc act counter	TNAP inh noacc	APP 5'UTR act	NF-kB neuron act	bIAP act	TNAP inh hiacc	PMI act satM6P
CCOC(=O)c1ccc2nc(Nc3nc4ccc(F)cc4s3)sc2c1	0.2	1.4	1	1	-213.4	-6.8	0.77	1.1	-1.1	1.4
CCOc1ccc(NC(=O)c2ccc(-n3cccn3)nc2)cc1	-6.2	0.9	1	1.1	-7.3	3.8	1.21	1.1	-3.6	1
COc1ccc2nc(NC(=S)NC(=O)c3ccco3)sc2c1	75.5*	1.1	1	0.2	18.1	161.4*	2.18	0.7	-1.8	1.1
O=C(O)C1C2C=CC(C2)C1C(=O)NCc1cccs1 (configuration not stated)	-8.0	1	1.1	1.1	-6.4	6.7	0.92	1	-5.9	1
Cc1nnc(SCC(=O)Nc2ccc(-c3nc4ccccc4s3)cc2)s1	79.8*	1	1	0.2	-15.7	157.8*	5.64*	1.1	0.9	1.1
C[C@@H]1CN(C(=O)c2nc3ccc(Cl)cn3c2CN[C@H]2CCCCNC2=O)C[C@H](C)O1	-1.3	1	1	1	-11.2	5.2	1.17	1	-2.9	0.9
O=C(NC1=C(NC2CCS(=O)(=O)C2)C(=O)c2ccccc2C1=O)c1ccccc1 (configuration not stated)	-0.1	0.9	0.9	1	5.3	-32.8	nt	1	6.0	0.7
CCOC(=O)c1c(C)c(C(=O)NCc2ccccn2)c(C)n1CC	-4.4	0.9	1	1	-11.9	-1.0	0.97	1.1	-1.0	0.9
CCc1nn(CC(=O)NCCCN(CC)Cc2ccccc2)c(=O)c2cc3sccc3n12	0.0	1.1	1	1	-18.0	-2.9	1	1.1	-1.8	1.1
CCOC(=O)c1ccc(Nc2c(CC)c(C)nc3ncnn23)cc1	-9.5	1	1	1.1	-1.4	9.9	0.85	0.9	-1.9	1
O=C(COc1ccccc1)Nc1ccc2c(c1)nc1n2CCSC1	13.7	1	1.1	0.9	0.2	26.3	1.49	0.9	-6.0	1
CCCN1Cc2cccc(C(=O)Nc3ccc(C)cc3)c2C1=O	2.3	1.1	1	1	-19.7	nt	1.18	1	-3.6	1.1

Next part (2 carried over from the part before).
SMILES	FLuc inh counter	PMI activator	TNAP act hiacc	FLuc act counter	TNAP inh noacc	APP 5'UTR act	NF-kB neuron act	bIAP act	TNAP inh hiacc	PMI act satM6P
O=C(COc1ccccc1)Nc1ccc2c(c1)nc1n2CCSC1	13.7	1	1.1	0.9	0.2	26.3	1.49	0.9	-6.0	1
CCCN1Cc2cccc(C(=O)Nc3ccc(C)cc3)c2C1=O	2.3	1.1	1	1	-19.7	nt	1.18	1	-3.6	1.1
CCOC(=O)c1c(NC(=O)C(C)S(=O)(=O)c2cn(CC)c3ccccc23)sc2c1CCCC2 (configuration not stated)	-15.3	0.9	1.1	1.2	-6.2	5.4	0.77	0.8	-7.1	0.9
CC(CN1CCOCC1)OC(=O)Cc1ccc(Cl)cc1 (configuration not stated)	3.9	1.2	1	1	0.6	-8.9	1.13	1.1	1.0	1.1
O=[N+]([O-])/C(C(Cl)=C(Cl)Cl)=C(\Nc1ccc(F)cc1)n1cncn1	-1.1	1.7	1.1	1	-8.4	2.7	1.08	1	-6.6	1.9
O=C(CSc1nc2ncc(Br)cc2[nH]1)c1cccc([N+](=O)[O-])c1	-10.0	0.9	1	1.1	34.1	1.7	0.83	0.7	0.3	0.8
CCOc1ccc(CN2CCN(Cc3[nH]c4ccccc4c3C)CC2CCO)cc1 (configuration not stated)	-3.9	nt	1	1	-3.3	-28.9	0.92	1.1	-0.7	nt
O=C(CN1CCN(c2ccccc2)CC1)N1CCN(c2ccccc2)CC1	0.4	1	1.1	1	-12.9	9.9	1.31	1.1	-5.4	1
CC(Oc1ccc(Cl)cc1Cl)c1nc(-c2ccc(NC(=O)c3ccncc3)cc2)no1 (configuration not stated)	0.2	0.9	1	1	-2.1	7.6	0.7	0.9	-2.5	0.9
Cc1ccc(S(=O)(=O)c2c(C)cc(C)nc2Cl)c(C)c1	-3.0	0.9	1	1	-6.4	1.0	1.2	0.9	4.2	0.9
Cn1ccnc1C(=O)c1cccc([N+](=O)[O-])c1	-6.3	0.9	1	1.1	-16.6	9.9	1.14	1	-0.1	0.9
CN(C)C(/C=C/Nc1ccc(F)cc1F)=C(C#N)C#N	-3.1	0.9	1	1	-13.8	nt	1.22	0.8	-0.5	0.9
CCc1c(C)sc(NC(=O)c2cc(C3CC3)on2)c1C#N	-5.9	1.1	1.1	1.1	0.7	-4.5	1.25	0.9	-7.8	1
COC(=O)CN1C(=O)N/C(=C/c2cc3c(cc2OC)OCO3)C1=O	-0.7	1.1	1	1	-6.4	-4.5	1.22	1.1	2.9	0.9

Further results
SMILES	FLuc inh counter	PMI activator	TNAP act hiacc	FLuc act counter	TNAP inh noacc	APP 5'UTR act	NF-kB neuron act	bIAP act	TNAP inh hiacc	PMI act satM6P
Cc1cc(C2C(=O)C(C(=O)c3ccc(Cl)cc3)C(=O)CC2(C)C)on1 (configuration not stated)	-8.4	1.3	1	1.1	13.7	12.8	1.07	0.9	-1.0	1.7
NC(=O)c1ccccc1NC(=O)/C=C/c1cccc(Cl)c1	55.8*	0.9	1	0.4	-8.7	90.6	1.59	1	-3.2	1
Cc1occc1-c1nnc(SCC(=O)Nc2ccccc2)n1CCc1ccccc1	-2.9	0.8	1	1	-6.4	-8.5	0.97	1	3.4	0.9
COc1ccc(C(=O)Nc2ccc(N3CCN(C(C)=O)CC3)cc2)cc1[N+](=O)[O-]	-6.4	1	1	1.1	-6.4	14.9	0.84	1	-3.2	0.9
COc1cc(/C=C(\NC(=O)c2ccccc2)C(=O)NCCO)c([N+](=O)[O-])cc1OC	-7.3	1	1	1.1	-4.7	10.8	1.18	1	0.9	1
S=c1[nH]cc(-c2ccc(Cl)cc2)n1-c1ccccc1	3.7	0.9	1	1	15.9	3.5	1.14	1.2	0.5	0.9
CCCS(=O)(=O)c1nc(S(=O)(=O)c2ccc(C)cc2)c(N2CCc3ccccc3C2)s1	2.9	1.2	1	1	-2.5	7.1	0.78	0.9	1.4	1.4
CCOc1ccc(CCN2C(=O)c3cccnc3C2=O)cc1OCC	-2.8	1.1	1	1	8.8	16.9	1.03	1	2.6	1
Cc1ccc(NC(=O)Cn2cc(S(=O)(=O)c3ccc(F)cc3)c(=O)c3cc(F)ccc32)cc1	-6.5	1	1	1.1	-4.6	-9.5	1.04	0.9	-4.9	1
C=C(C)Cn1c(N2CCCC2)nc2c1c(=O)[nH]c(=O)n2C	-8.2	1	1	1.1	-2.5	1.8	2.12	0.9	-3.3	1
O=C(c1ccc(C(=O)N2CCCc3ccccc32)s1)N1CCCc2ccccc21	-8.9	1	1	1.1	2.9	8.1	0.66	1	-1.7	1
CC(C)(C)C(=O)COC(=O)c1c2c(nc3ccccc13)CCC2	-8.5	1.2	1	1.1	-10.9	23.8	1.02	1	-2.0	1.1

New compounds follow:
SMILES	FLuc inh counter	PMI activator	TNAP act hiacc	FLuc act counter	TNAP inh noacc	APP 5'UTR act	NF-kB neuron act	bIAP act	TNAP inh hiacc	PMI act satM6P
Cn1cc(C(=O)N/N=C/C2=C(N3CCOCC3)C(=C\c3ccccc3)/CC2)ccc1=O	-8.6	1	0.9	1.1	12.3	-13.4	0.37	0.8	5.0	1
CCOC(=O)N1C(=O)c2cc(OC)ccc2S1(=O)=O	-0.9	1	1.1	1	-7.5	0.5	0.98	1	-5.5	0.9
COC(=O)c1c(NC(=O)CN2CCN(C(=O)c3ccco3)CC2)c2c(C)cccc2n1C	-4.3	1	1	1	-10.2	10.7	0.75	1.1	-3.8	1
Cc1cc(C)c(-c2cc(NC(=O)COC(=O)c3ccc(CO)cc3)n(-c3ccccc3)n2)cc1C	0.7	0.8	0.9	1	-3.1	2.1	0.88	1.4	5.6	0.8
CCCCc1nc(Cl)c(C#N)c2c1CCCC2	-6.9	1	1	1.1	-4.3	24.1	1.03	1	-0.4	1
Cc1ccc(Cn2c(=O)c3cccnc3n(CC(=O)Nc3cccc(C(F)(F)F)c3)c2=O)cc1	-1.5	0.8	1	1	-6.5	-0.3	0.73	1.1	-2.0	0.8
COc1nc(OC)nc(N2CCC(C(=O)NCc3cccs3)CC2)n1	-2.7	0.9	1	1	-8.1	-5.3	0.97	1	-2.9	0.9
CCOc1cc(-c2ccc(N)c(OCC)c2)ccc1N	-3.7	0.8	1	1	-5.5	-6.8	0.96	0.8	4.0	0.9
O=C(COC(=O)CCN1C(=O)/C(=C\C=C\c2ccccc2)SC1=S)Nc1cc(F)ccc1F	11.2	0.9	1	0.9	0.7	-22.3	nt	0.9	4.4	0.8
CCCNC(=O)COc1ccccc1[N+](=O)[O-]	0.3	0.9	1	1	-9.4	6.3	1.28	0.8	1.9	1
O=[N+]([O-])c1ccc2nc(CCCc3nc4ccc([N+](=O)[O-])cc4[nH]3)[nH]c2c1	-7.2	1	1	1.1	-28.0	0.5	0.85	1.3	-2.6	1.1
Cc1ccc(CN2CC(C(=O)Nc3ccc(F)c([N+](=O)[O-])c3)CC2=O)cc1 (configuration not stated)	-3.0	0.9	1	1	2.2	35.3	1.03	1	-3.8	0.9

Single values from the results shown:
Reading of COc1ccc2nc(NC(=S)NC(=O)c3ccco3)sc2c1 in TNAP inh noacc: 18.1
Reading of O=C(NC1=C(NC2CCS(=O)(=O)C2)C(=O)c2ccccc2C1=O)c1ccccc1 (configuration not stated) in FLuc act counter: 1
Reading of CC(C)(C)C(=O)COC(=O)c1c2c(nc3ccccc13)CCC2 in TNAP inh noacc: -10.9

Screening data as filed in PubChem.

This is a random part of the collection; about 3.6% have a hit in one of these screens.
